Bioassay records (PubChem BioAssay)
Bcl-B displacement: displacers of TR3 peptide from Bcl-B, primary screen, selectivity assay for Bfl-1 inhibitor project, biochemical, fluorescence polarization; FP displacement of FITC-TR3 peptide from Bcl-B; higher % means a stronger effect; displacement, % at 20 µM; hits with a dose series show IC50 in µM; hit rate 0.11% among 96,000;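 active = displacement above 50% at 20 µM plus a fluorescence interference ratio under 1.5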;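 also: plate controls were wells without compound for no effect and wells lacking Bcl-B protein for full effect; a part of the inactive calls stands beside numbers as strong as those of hits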
IL1B NFkB pot: enhances IL-1B driven NFkB nuclear translocation. HUVEC IL-1B NFkB p65 nuclear translocation imaging. activation, % at 2 µM. hit rate 0.3% among 94,000. AID 819;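 active = activation above 40%, about the mean plus 3 SD, also judged a hit on visual image review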;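 also: percent activation is computed from the nuclear over cytoplasmic p65 intensity ratio; values of inactives mirror those of a sister screen read the other way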
PLAP inhibition: inhibition of human placental alkaline phosphatase – biochemical, luminescence, HTS (AID 690). purified PLAP, luminescent substrate; higher % means a stronger effect. hit rate 0.08% among 96,000. inhibition, % at 20 µM; hits with a dose series show IC50 in µM; in the data active = a potency from the dose series; inactive = the rest, 99 in 100 with inhibition below about 30%; also: strong numbers were not always called active
NFkB transloc inh: blocks IL-1B driven NFkB nuclear translocation in HUVEC cells; AID 796; inhibition, % at 2 µM; HUVEC IL-1B NFkB p65 nuclear translocation imaging; hit rate 0.43% among 94,000;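 active = inhibition above about 30% together with a positive call from visual inspection of the well image, limit read from the data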;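 also: nuclear over cytoplasmic p65 intensity ratio measured by imaging; 0% = IL-1B stimulated DMSO wells and 100% = unstimulated DMSO wells; values of inactives mirror those of a sister screen read the other way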
MRP resist rev: reverses drug resistance mediated by MRP | H69AR cells + 2 uM doxorubicin, CellTiter-Glo, 72 h | differential viability (reversal), % at 10 µM | hit rate 0.04% among 85,000;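 active = viability drop by adding the cancer drug above about 55%, with treated viability meeting a 40% cutoff, limit read from the data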;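 also: viability without doxorubicin minus viability with 2 µM doxorubicin for each compound; larger differential means the compound sensitizes cells more to doxorubicin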
MRP resist rev cytotoxicity: further read-out of MRP resist rev, marked with its call; viability, %; H69AR cells, CellTiter-Glo, 72 h; measured here: cytotoxicity without doxorubicin
MRP resist rev with doxorubicin: further read-out of MRP resist rev, marked with its call; viability, %; measured here: viability with 2 uM doxorubicin; hits give low values
NFkB transloc inh cell count 2 µM: also measured in NFkB transloc inh; calls as there; cell count; measured here: cells passing quality filter;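 raw number of nuclei counted in each imaged well without normalization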
IL1B NFkB pot cell count 2 µM: also measured in IL1B NFkB pot; calls as there; cell count; measured here: cells passing quality filter
The depositor's hits bear a star; / = no result given. An excerpt, so the mix of outcomes need not match the whole.

Every second line gives: MRP resist rev	Bcl-B displacement	PLAP inhibition	IL1B NFkB pot	MRP resist rev with doxorubicin	IL1B NFkB pot cell count 2 µM	MRP resist rev cytotoxicity	NFkB transloc inh cell count 2 µM	NFkB transloc inh
CCN(CC)CCCNc1oc(-c2cccc(Cl)c2)nc1C#N
    7	-4%	-44%	-6	59	116	66	116	6
C=C(Cl)COc1ccc2c(CCCC)cc(=O)oc2c1
    18	-6%	37%	3	88	145	106	145	-3
CCn1c(SCC(=O)N2CCCc3ccccc32)nnc1-c1c[nH]c2ccccc12
    -16	-8%	13%	-9	39	104	23	104	9
Cc1cc(C)c(C#N)c(SCc2nc3ccccc3[nH]2)n1
    /	6%	14%	-1	/	167	/	167	1
CCS(=O)(=O)n1nc(-c2ccc(OC)cc2)nc1SC
    6	-14%	20%	9	87	148	94	148	-9
CCCOc1cccc(C(=O)NC(=S)Nc2cccc(C(F)(F)F)c2)c1
    /	-2%	9%	-9	/	193	/	193	9
O=C(CN1C(=O)CC(c2ccccc2)=Nc2ccccc21)NCc1ccccc1
    -1	/	/	1	80	93	80	93	-1
Cc1cc(C(C)(C)C)ccc1OCCn1ccnc1
    -11	13%	-14%	10	104	177	93	177	-10
COc1ccc(/C=N/n2c(-c3ccco3)nc3ccccc3c2=O)cc1
    7	/	/	4	73	112	80	112	-4
CCCc1nc2c(o1)CC(CC(C)SCC)CC2=O (centres undefined)
    3	-1%	-53%	/	95	/	98	/	/
CC(C)NC(=O)C1CCN(C(=O)N(C)C)CC1
    2	1%	11%	/	93	/	95	/	/
COc1ccccc1NC(=O)CSc1nnc(CC(=O)Nc2ccccc2)n1C
    25	-13%	26%	-9	72	82	97	82	9
CCOc1cc(C)c(-c2onc(C(F)(F)F)c2-c2csc(C)n2)c(O)c1
    -24	-6%	5%	-3	27	164	4	164	3
CCOC(=O)Cn1c(-c2nonc2NC(=O)c2ccccc2F)nc2ccccc21
    10	-116%	-73%	10	51	145	61	145	-10
O=C1CCCc2c1cc(C(=O)NCc1ccco1)c(=O)n2-c1ccc(Cl)cc1
    -9	-8%	-26%	11	78	168	70	168	-11
CCCCn1c(SCc2cccnc2)nc2c1c(=O)n(C)c(=O)n2C
    12	0%	-1%	8	66	170	78	170	-8
COc1ccc(CSc2nnnn2-c2ccccc2)cc1
    -2	-6%	29%	15	97	102	95	102	-15
CC(C)(C)c1ccc(-c2nc(C=O)c3ccccn23)cc1
    /	-7%	0%	-4	/	133	/	133	4
CC12CCC(c3c(C(=O)Nc4nccs4)nn(-c4ccccc4)c31)C2(C)C (centres undefined)
    -10	4%	-102%	-12	30	150	20	150	12
CCC(=O)Nc1ccc(NC(=O)CSc2nnnn2CC)cc1C
    -12	-3%	19%	33	101	106	89	106	-33
Cc1ccc2nc3c(cc2c1)c(NC(=O)c1ccccn1)nn3CC(C)C
    8	-14%	-128%	12	83	168	91	168	-12
COc1ccc(-c2ccc(-c3noc(-c4ccccc4OC)n3)c(OC)n2)cc1
    -4	-54%	-13%	0	38	190	34	190	0
COCC(C)NCc1cccc(OC)c1OC (centres undefined)
    -6	-10%	-17%	0	94	145	87	145	0
Cc1cc(=O)oc(C)c1C(=O)NCCCN1C(C)CCCC1C (centres undefined)
    12	-28%	-42%	5	85	163	97	163	-5
CCOC(=O)/C(C(N)=NCCO)=C(/O)c1ccccc1
    -8	4%	9%	11	94	72	86	72	-11
O=C(Nc1nccs1)C1Cc2ccccc2CN1S(=O)(=O)c1ccc(F)cc1 (centres undefined)
    -1	1%	3%	-4	75	170	74	170	4
Cc1sc2ncn(CCC(=O)O)c(=O)c2c1C
    -1	-1%	-19%	3	96	163	95	163	-3
Nc1ccc2c(c1)C(=O)C(=O)c1ccccc1-2
    -1	35%	22%	39	1	165	0	165	-39
CS(=O)(=O)N(CC(=O)NC1CCCCCC1)Cc1ccccc1
    -10	1%	-26%	10	99	135	89	135	-10
Cc1cc(NC(=O)c2ccccc2)ncc1NC(=O)c1ccco1
    3	8%	-5%	18	64	119	67	119	-18

Single entries from the entries so far:
`O=C(CN1C(=O)CC(c2ccccc2)=Nc2ccccc21)NCc1ccccc1` – MRP resist rev cytotoxicity: 80
`Cc1cc(C)c(C#N)c(SCc2nc3ccccc3[nH]2)n1` – PLAP inhibition: 14%

More records follow.
Every second line gives: MRP resist rev	Bcl-B displacement	PLAP inhibition	IL1B NFkB pot	MRP resist rev with doxorubicin	IL1B NFkB pot cell count 2 µM	MRP resist rev cytotoxicity	NFkB transloc inh cell count 2 µM	NFkB transloc inh
Cc1nc2cc(Nc3nnc(-c4ccccc4)c4ccccc34)ccc2n1C
    /	-11%	-42%	4	/	120	/	107	-10
CSc1nnc(-c2sc3cc(C(F)(F)F)cnc3c2-c2cccnc2)n1C
    -31	8%	14%	3	91	107	60	107	-3
CCOc1ccc2[nH]c(=O)c(C(c3nnnn3CC3CCCO3)N3CCc4ccccc4C3)cc2c1 (centres undefined)
    9	-35%	-75%	/	75	/	84	/	/
c1ccc(-c2nnc3sc(CN4CCc5ccccc54)cn23)cc1
    /	/	/	-2	/	150	/	150	2
C=CCSc1nc2c(c(C3CC=CCC3)c1C#N)CCC2 (centres undefined)
    5	/	/	-7	81	176	87	176	7
CCCCn1c(/N=C/c2ccc3c(c2)OCO3)nc2ccccc21
    6	16%	-5%	/	80	/	86	/	/
CCOC(=O)COc1ccc(S(=O)(=O)N2CCN(c3ccccc3F)CC2)cc1
    1	-7%	14%	5	90	139	90	139	-5
CC(=O)NC1C(=O)Nc2c(C)cc(C)cc21 (centres undefined)
    -7	-10%	5%	-4	104	205	98	205	4
Cn1c(NC(=O)C2c3ccccc3Oc3ccccc32)cc(=O)n(C)c1=O
    -1	-3%	-2%	1	80	133	78	133	-1
COc1cccc(NC(=O)CSc2nc3c(c(-c4ccco4)c2C#N)CCCC3)c1
    -3	-6%	5%	-7	97	135	94	135	7
Cc1nc(N)sc1-c1csc(Nc2ccccc2)n1
    -16	15%	-28%	11	66	111	50	111	-11
CC(=O)C(Sc1nc(N2CCOCC2)nc(N2CCOCC2)n1)C(=O)Nc1ccccc1 (centres undefined)
    -2	-6%	22%	0	75	98	72	98	0
CCCCCc1c(C)nc(Nc2ccc(F)cc2)[nH]c1=O
    -15	4%	-10%	/	117	/	102	/	/
CC1CN(C(=O)C(C)Sc2nc3ccccc3s2)CC(C)O1 (centres undefined)
    7	-5%	-51%	-12	75	143	81	143	12
NC(=O)c1cc(-c2ccccc2)sc1NC(=O)Cc1ccc(S(=O)(=O)N2CCOCC2)s1
    0	-31%	-25%	9	54	151	54	151	-9
CCCCNC(=O)COC(=O)c1cc(C)nc2ccccc12
    -6	-9%	8%	9	78	202	72	202	-9
Cc1cc(NC(=O)c2c(F)c(F)c(F)c(F)c2F)no1
    -7	-6%	6%	9	61	144	53	144	-9
COC(=O)c1cn(-c2ccccc2)nc1C(=O)OC
    1	-3%	-12%	/	95	/	96	/	/
O=C(CSCc1c(Cl)cccc1Cl)NN1C(=O)c2ccccc2C1=O
    /	-3%	-22%	-8	/	127	/	127	8
CC1(C(=O)c2ccccc2)C2c3c(ccc4ccccc34)OC(=O)C21C(=O)N1CCOCC1 (centres undefined)
    /	1%	-51%	7	/	163	/	163	-7
CC(C)c1ccc(C2C(C#N)=C(N)N3C(=C2C#N)Sc2ccccc23)cc1 (centres undefined)
    9	-54%	-16%	2	81	161	90	161	-2
Cc1ccc(-n2c(-c3cccnc3)n[nH]c2=S)c(C)c1
    -7	12%	19%	2	77	142	71	142	-2
Cc1nnsc1NC(=O)OCC(C)C
    5	2%	-1%	8	94	193	99	193	-8
CC(NC(=O)NCC1CCCO1)(C(F)(F)F)C(F)(F)F (centres undefined)
    0	-2%	7%	8	100	120	100	120	-8
C=CCN(CC=C)c1cnn(-c2nc3ccccc3[nH]2)c(=O)c1Cl
    /	10%	-75%	1	/	149	/	149	-1
CCOc1ccc(-c2nc(=S)[nH][nH]2)cc1
    -17	-7%	-18%	31	56	83	40	83	-30
CN(C)C(=O)c1cc([N+](=O)[O-])cc([N+](=O)[O-])c1N(C)C
    /	1%	14%	-10	/	62	/	62	10
CCN1/C(=C2\OC(=S)N(C)C2=O)Sc2ccccc21
    /	-47%	14%	10	/	127	/	127	-10
CCOC(=O)c1c(C)oc2cc3c(C(=O)OCC)c(C)oc3cc12
    -10	/	/	11	109	124	99	124	-11
Cc1ccc(Nc2cc(C)nc(-c3ccccc3O)n2)cc1
    -23	13%	14%	15	66	157	43	157	-15
CCC(=O)Nc1c2c(nn1-c1ccc(OC)cc1)CS(=O)C2 (centres undefined)
    10	-10%	-6%	-6	91	197	101	197	6
Cc1ccnc(NC(=O)c2ccc([N+](=O)[O-])o2)c1
    /	5%	4%	8	/	189	/	189	-8
O=C(Nc1ccc(F)cc1F)N1CCN(C/C=C/c2ccccc2)CC1
    9	-10%	-49%	20	84	184	94	184	-20
COc1ccc(-c2cc(C(F)F)n3ncc(C(=O)N4CCN(C)CC4)c3n2)cc1
    20	/	/	-8	49	94	69	94	8
COC(=O)Cc1c(C)nc2nc(-c3ccco3)[nH]n2c1=O
    1	/	/	-8	102	97	104	97	8
CN(C(=O)c1cccc(C#N)c1)c1nnc(-c2ccncc2)s1
    5	4%	9%	0	87	114	91	114	0
CC(=O)OC1=Cc2c(ccc3ccc(=O)oc23)OC1(C)C
    -10	0%	-46%	19	97	177	87	177	-19
O=C(CSc1nn(-c2ccc(Cl)cc2)c(=S)s1)N1CCN(C(=O)c2ccco2)CC1
    2	-14%	-70%	/	99	/	101	/	/
Cc1nc(-c2ccc(NS(C)(=O)=O)cc2)cs1
    2	-2%	-4%	4	96	161	98	161	-4
Clc1ccc(/C=C/c2nc3ccccc3[nH]2)c(Cl)c1
    /	0%	6.4µM*	8	/	166	/	166	-8
Cc1nn(CCOc2ccccc2)c(=O)n1-c1ccccc1F
    /	0%	2%	/	/	/	/	/	/
CC(=O)Nc1c(Cl)n(C(C)=O)c2ccccc12
    -8	-11%	-3%	2	91	58	83	58	-2
Cc1ccc2c(CNCc3ccco3)cc(=O)oc2c1
    3	/	/	5	83	161	86	161	-5
C=CCN1CCN(C(CC(C)C)c2nnnn2CCOC)CC1 (centres undefined)
    4	-2%	11%	/	83	/	87	/	/
COC(=O)COc1cccc(-n2cnnn2)c1
    -8	88%	10%	4	103	136	95	136	-4
CCC(=O)Nn1c(C)nnc1C
    3	4%	7%	27	96	199	99	199	-27
Cc1ccc2c(c1)N(CC(=O)N1CCCCCC1)C(=O)CO2
    20	5%	-16%	14	71	78	91	78	-14
Cc1ccc(NC(=O)CN(C)C(=O)CSc2nc3ccccc3o2)cc1
    1	4%	2%	4	96	158	97	158	-4
COc1ccc(C(=O)OCCN2CCOCC2)cc1OC
    9	9%	6%	-2	84	146	93	146	2
CCCn1c(=O)c(C(=O)NCc2cccnc2)c(O)c2ccccc21
    2	-6%	9%	6	89	55	90	55	-6

4 of the entries above in order of their number in Bcl-B displacement, smallest number first:
structure | Bcl-B displacement | PLAP inhibition | IL1B NFkB pot | IL1B NFkB pot cell count 2 µM
CC(=O)OC1=Cc2c(ccc3ccc(=O)oc23)OC1(C)C | 0% | -46% | 19 | 177
CN(C(=O)c1cccc(C#N)c1)c1nnc(-c2ccncc2)s1 | 4% | 9% | 0 | 114
Cc1ccc2c(c1)N(CC(=O)N1CCCCCC1)C(=O)CO2 | 5% | -16% | 14 | 78
COC(=O)COc1cccc(-n2cnnn2)c1 | 88% | 10% | 4 | 136

Two records drawn at random from the list so far, as already listed:
Every second line gives: MRP resist rev	Bcl-B displacement	PLAP inhibition	IL1B NFkB pot	MRP resist rev with doxorubicin	IL1B NFkB pot cell count 2 µM	MRP resist rev cytotoxicity	NFkB transloc inh cell count 2 µM	NFkB transloc inh
O=C1CCCc2c1cc(C(=O)NCc1ccco1)c(=O)n2-c1ccc(Cl)cc1
    -9	-8%	-26%	11	78	168	70	168	-11
COC(=O)c1cn(-c2ccccc2)nc1C(=O)OC
    1	-3%	-12%	/	95	/	96	/	/
